MLL CXXC-DNA inh = inhibitors of human MLL CXXC domain-DNA interaction; Potency, µM (titrated, usually from 115 µM), for inactives: top-dose activity change, negative = inhibition, most hits filed as inhibitors; MLL-CXXC / FITC-HOXA9 DNA fluorescence polarization; Q03164; 290,000 tested, 0.037% active; AID 2662; active means well fitted inhibition curve with a large enough effect in the polarisation, with a control signal flat, not every such curve was filed as active; inconclusive means small, poorly fitted or top-dose-only effect, or effect the other way, or a change in a side signal; inactive means no such curve, though single readings can be large or run the other way; the % refers to the polarisation; further: potency means the concentration at half of the fitted maximal effect
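Fluorescence polarization: 7 uM MLL-CXXC (stock) preincubated 5 min with compounds, then 50 nM fluorescein-HOX-A9 DNA (stock) added; 30 min ambient. Buffer 50 mM Tris-HCl pH 7.5, 50 mM NaCl, 1 mM DTT, 0.05% BSA.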
B2AR arrestin = recruits beta-arrestin to the human beta2-adrenergic receptor | P07550 | beta-arrestin recruitment to beta2AR, cell-based reporter | Potency, µM (top dose mostly 46.1 µM), inactives show at the highest dose activation, most hits filed as activators | 330,000 tested, 0.02% active | AID 492947;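 further: potency means the concentration at half of the fitted maximal effect; 0% = DMSO controls and full agonism = EC100 isoproterenol or metaproterenol; nearly all actives have a fitted effect of over 65% in size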
TCR act = activates T cell receptor signaling; primary human leukocytes, anti-CD3, IL-2 HTRF, 48 h; Potency, µM (top dose mostly 9.22 µM), for the others: at the highest dose activation of IL-2 secretion, hits mostly activators; 330,000 tested, under 10 active; AID 504894; further: % of control where 0% means no effect
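Activity was scored as IL-2 release from primary human leukocytes given only a TCR signal (a-CD3 beads) plus compound for 48 hr. Detection used a two-antibody HTRF format read at 665nm.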
TSG101-PTAP inh = blocks PTAP/TSG101 interaction to inhibit HIV-1 budding; Q99816; Fluorescence polarization, FITC-PTAP peptide / Tsg101 binding; Potency, µM (titrated, usually from 115 µM), inactives show at the highest dose activity change, negative = inhibition, most hits filed as inhibitors; 340,000 tested, under 10 active; active means well fitted inhibition curve with a large enough effect in the main read-out, with a control signal flat, not every such curve was filed as active; inconclusive means small, poorly fitted or top-dose-only effect, or effect the other way, or a change in a side signal; inactive means no such curve, though single readings can be large or run the other way; further: potency means the concentration at half of the fitted maximal effect; % of control where 0% means no effect
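Fluorescence polarization binding of Tsg101 binding domain (10 uM final) to FITC-labeled PTAP peptide (50 nM final) in HEPES pH 7.5 buffer with NaCl, Tween 20, EDTA, TCEP. Compounds added before peptide; binding 20 min at RT.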
TRPV1 ag = agonists of human vanilloid receptor 1 (TRPV1). Q8NER1. 320,000 tested, 0.19% active. TRPV1-expressing cells, Fluo-8 calcium influx, agonist mode. AID 540275. activation, % at 8.33 µM; in the data active means activation above about 80%; inconclusive means between about 30% and that limit; further: 0% is about no effect
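Fluo-8 calcium influx in TRPV1-expressing cells, kinetic read (ex 480/em 520 nm). Compound added and read 3 min for agonist activity, followed by capsaicin at EC20 final and 2 min further read for enhancement.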
BRCA1 expr act = increases BRCA1 expression | MCF7-BRCA1-FFLuc reporter, luminescence, 48 h; response scale: scaled: vehicle 0%, 10 µM genistein 100% | Potency, µM (doses to about 46.1 µM), inactives show at the highest dose activation, hits mostly activators | 380,000 tested, 1.1% active; further: potency means the concentration at half of the fitted maximal effect; nearly all actives have a fitted effect of over 80% in size; some results filed as inactive show a strong effect at the top dose
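MCF7 cells carrying a BRCA1-firefly luciferase reporter (2000 cells/well, phenol-red free MEM) were attached for 2 h at 37 °C, then given compounds for 48 h. Luminescence was read 15 min after luciferase reagent; activity normalized to genistein (10 microM) and DMSO.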
ELG1 repair inh = ELG1-dependent DNA repair inhibition. 330,000 tested, 2.3% active. Potency, µM (doses to about 46.1 µM), without a hit: top-dose activity change, negative = inhibition, actives largely listed as inhibitors. HEK293T ELG1-luciferase reporter, luminescence, 16 h; DNA damage induced by 5-fluorouridine; further: potency means the concentration at half of the fitted maximal effect; on the % scale 0 is the no-effect control and ±100 the full control effect; nearly all actives have a fitted effect of over 55% in size
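Overnight (16 hr) co-exposure of 2,000 cells/well to 5-fluorouridine and compound at 37 °C preceded detection. Luciferase was quantified via ONE-Glo luminescence; loss of signal denotes inhibition.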
Integrin act MD = integrin-mediated muscular dystrophy alleviation activation | Potency, µM (doses to about 38.3 µM), for inactives: at the highest dose activation, most hits filed as activators | 350,000 tested, 0.064% active | alpha7betagal myoblasts, beta-gal FDG fluorescence, 48 h | AID 624291;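 further: potency means the concentration at half of the fitted maximal effect; 100% = response of the positive control SU9516; nearly all actives have a fitted effect of over 60% in size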
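Alpha7betagal+/- myoblasts (passage 13) were plated 16-24 hr, then exposed to compounds (1:260 dilution of DMSO stock) for 48 hours at 37C. After MPER lysis, β-galactosidase reporter activity was read as FDG fluorescence (ex 480/em 540) after 30 minutes.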
p53 reactivation = restores transcriptional activity of mutant p53. H1299 p53-A138V BP100-luciferase reporter, luminescence, 24 h. Potency, µM (series often up to 92.2 µM), inactives show top-dose activity change, positive = activation, most hits filed as activators. 320,000 tested, 0.063% active; further: potency means the concentration at half of the fitted maximal effect; % of control where 0% means no effect; nearly all actives have a fitted effect of over 45% in size
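p53-null H1299 cells stably carrying temperature-sensitive p53-A138V and a BP100-luciferase reporter were pinned with compounds (4-point, 1:5 series) and held 24 hrs at 37 deg C. Luminescence was read 10 min after detection reagent.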
AT treatment = potential ataxia-telangiectasia treatments restoring KAP-1 phosphorylation; […] A-T fibroblasts, KAP-1 phosphorylation AlphaLISA; neocarzinostatin DNA damage 30 min before lysis; Potency, µM (top dose mostly 57.5 µM), without a hit: top-dose activation, hits mostly activators; 320,000 tested, 0.19% active; AID 485349; further: potency means the concentration at half of the fitted maximal effect; % of control where 0% means no effect; nearly all actives have a fitted effect of over 45% in size
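ATM-like activity read as KAP-1 phosphorylation via AlphaLISA donor/acceptor antibody pairs after lysis and 6 hr at 25C. Cells were ATM-null patient fibroblasts ([…], hTERT), dosed 60 min, then exposed to the DSB inducer NCS for 30 min.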
* hit, by the source's call; ? = inconclusive; . = no result given; [ ] = remark or other dose. Unless noted, the call rests on the fitted dose curve; in most records, active means well fitted curve in the direction sought with a large enough effect; inconclusive means small, poorly fitted or top-dose-only effect, or another doubt; inactive means no such curve, though single readings can be large; an effect the other way counts as inactive or inconclusive. Compounds as they come; about 3.8% have a hit in one of these screens.

Molecule,MLL CXXC-DNA inh,B2AR arrestin,TCR act,TSG101-PTAP inh,TRPV1 ag,BRCA1 expr act,ELG1 repair inh,Integrin act MD,p53 reactivation,AT treatment
O=C(COc1cccc2ccccc12)NCc1cccnc1,1%,0.0%,10%,0%,24,1%,3%,-9%,-5%,0%
CCOC(=O)N1CCN(C(=O)COc2ccc(Cl)c(C)c2)CC1,3%,-1.0%,-3%,-4%,-5,-3%,4%,0%,3%,-4%
Cc1nnsc1C(=O)N1CCN(c2ccc(C#N)cn2)CC1,-1%,-0.4%,-1%,0%,0,0%,-9%,-27%,-3%,-5%
CCC(=O)c1ccc(OCC(=O)Nc2ccccc2C(=O)NC2CC2)cc1,.,-0.1%,-2%,-3%,-1,-13%,9%,-12%,7%,1%
NC(=O)c1ccccc1NC(=O)COC(=O)C1(c2ccccc2)CC1,.,0.3%,1%,-2%,9,15%,11%,-30%,4%,7%
CCOC(=O)c1csc(NC(=O)COc2ccc(Cl)cc2Cl)n1,-4%,-0.6%,-1%[46.1 µM],-2%,-3,23%,-5%,12%,0%,5%
CSc1cccc(N2CC(C(=O)NCCC3=CCCCC3)CC2=O)c1 (configuration not stated),.,0.1%,-5%,1%,?,28%,11%,17%,1%,3%
CN(C)c1ccc(C=C2C(=O)OC3(CCCC3)OC2=O)cc1,-16%,-0.5%,-1%,-1%,1,-1%,18%,13%,0%,-4%
Cc1cccc(OCC(=O)NCC(=O)N=Nc2c(O)[nH]c3ccc([N+](=O)[O-])cc23)c1,2%,-0.4%,3%,3%,2,-30%,5%,2%,2%,1%
CS(=O)(=O)c1ccc(C(=O)NCC2(N3CCCCC3)CCCCC2)cc1,-3%,-2.0%,?,0%,1,-6%,23%,17%,4%,0%
Cc1nn(C)c(Oc2cccc(Cl)c2)c1C(=O)Nc1ccc(F)cc1,-10%,-1.3%,6%,-3%,.,0%,12%,3%[7.66 µM],-1%,14%
O=C(COc1coc(CN2CCN(c3ccccc3F)CC2)cc1=O)NC1CCCC1,.,-0.8%,.,0%,1,-10%,-8%,-13%,0%,29%
CCNC(=O)CSc1nc2ccccc2c(=O)n1-c1cccc(OC)c1,-1%,0.3%,-1%,-9%,0,9%,27%,1%,-1%,1%
CN1CCc2[nH]c3ccc(C(=O)NN)cc3c2C1,6%,0.1%,-1%,-4%,1,11%,2%,10%,2%,-2%
O=C(CCNC(=O)c1ccc([N+](=O)[O-])cc1)NCCCN1CCCC1=O,-5%,0.5%,-4%,0%,10,-14%,20%,8%,-3%,11%
[O-][n+]1nc2ccccc2c2ccccc21,.,.,4%,0%,.,?,.,23%,.,.
COC(=O)CN1C(=O)C(O)(CC(=O)c2ccccc2)c2ccccc21 (configuration not stated),-4%,-0.6%,1%,-3%,-3,2%,12%,-27%,5%,-1%
Cc1ccc(NC(=O)CCN2C(=O)C3C4CCC(C4)C3C2=O)cc1[N+](=O)[O-] (configuration not stated),-6%,0.6%,-4%,.,9,-3%,6%,-14%,-11%,3%
COc1cc(OC)cc(C(=O)N2CCN=C2SCc2cccnc2)c1,0%,0.0%,-5%,1%,0,-12%,?,-13%,7%,4%
C=CCO/N=C(/C)c1ccc(Oc2cnccn2)cc1,-3%,0.0%,3%,0%,-3,60%,24%,-2%,3%,0%
COc1cccc(N=NC2C(=O)N(C(N)=S)N=C2C)c1 (configuration not stated),.,.,8%,0%,.,?,.,21%,.,.
Cc1nnc(SC(C)C(=O)Nc2ccc(Cl)cc2Cl)[nH]c1=O (configuration not stated),.,0.1%,-3%,-3%,.,-13%,4%,-10%,-5%,-4%
CCCN1CCN(C(=O)c2ccc(Sc3ccc(C)cc3)c(NC(C)=O)c2)CC1,-3%,0.0%,.,-6%,8,2%,11%,-13%,2%,11%
CCc1ccc(-c2cc(C)no2)cc1S(=O)(=O)N1CCN(c2cccc(C)c2C)CC1,-5%,8.8%,2%,0%,?,-26%,-18%,-8%,1%,19%
O=C(c1cccc(C(F)(F)F)c1)N1CCc2c([nH]c3ccccc23)C1C(F)(F)F (configuration not stated),-3%,-0.5%,-4%,-3%,5,-55%,0%,32%,2%,-6%
CNC(=O)COC(=O)c1ccc([N+](=O)[O-])cc1Cl,10%,13%,1%[46.1 µM],2%,12,-22%,?,15%,5%,0%
CCCCOc1ccc(C(=O)Nc2ccc(CN3CCOCC3)cc2)cc1,-1%,-0.8%,0%,-1%,7,-21%,-19%,-3%,.,-3%
Cc1cccc(C)c1OCCCn1ccnc1,-1%,-0.6%,.,-7%,0,-12%,7%,-8%,?,2%
COc1ccc(-c2noc(C(=O)NCc3ccccc3Cl)n2)cc1OC,40%[activator],0.1%,4%,-2%,4,-1%,6%,-26%,1%,-1%
O=C(NNC(=O)c1sccc1-n1cccc1)c1ccc(Cl)cc1,1%,0.0%,0%,-1%,8,-37%,1%,4%,7%,-1%
O=C(Cn1ncc2c([nH]c3ccccc32)c1=O)NCC1CCN(Cc2ccc(F)cc2)CC1,48%[activator],0.4%,-2%,-1%,5,2%,18%,-14%,1%,7%
C/C=C/C=C/C(=O)N1CC[C@]23c4ccccc4N[C@H]4N(C)c5cccc6c5[C@]42CCN([C@H]6C2OC2(C)C)[C@H]13 (some centres not stated),-5%,2.5%,3%,-5%,3,-24%,-14%,-27%,-4%,-16%
CCCCC(=O)Nc1ccc(Cl)cn1,-6%,-1.5%,-6%,1%,3,30%,?,11%,12%,14%
Cc1nc(SCC(=O)Nc2ccc(F)cc2)c2oc3ccccc3c2n1,15%,-0.2%,2%,-1%,17,-11%,14%,-3%,-6%,10%
c1cc2c3c(cccc3c1)NC1(CCCCCC1)N2,8%,-0.1%,-5%,-9%,4,-27%,-1%,22%,-1%,0%
CCOc1ccc(-c2nnc(NC3=NCCCCC3)o2)cc1,1%,-0.2%,3%,-4%,14,?,?,-2%,23%,0%
CCOc1cc([C@@H]2C[C@H]3CN(c4ccccc4)C(=O)[C@]34CCCN24)ccc1OC,19%,0.2%,1%,-1%,2,-41%,-14%,0%,8%,0%
Cc1ccc(/C=C/C(=O)Nc2cc(=O)n(C)c(=O)n2C)o1,16%,0.1%,-1%[46.1 µM],-3%,1,4%,?,-14%,15%,-9%

Quoted from the entries so far, 6 compounds:
Molecule,MLL CXXC-DNA inh,B2AR arrestin,TCR act,TSG101-PTAP inh,TRPV1 ag,BRCA1 expr act,ELG1 repair inh,Integrin act MD,p53 reactivation,AT treatment
O=C(Cn1ncc2c([nH]c3ccccc32)c1=O)NCC1CCN(Cc2ccc(F)cc2)CC1,48%[activator],0.4%,-2%,-1%,5,2%,18%,-14%,1%,7%
C/C=C/C=C/C(=O)N1CC[C@]23c4ccccc4N[C@H]4N(C)c5cccc6c5[C@]42CCN([C@H]6C2OC2(C)C)[C@H]13 (some centres not stated),-5%,2.5%,3%,-5%,3,-24%,-14%,-27%,-4%,-16%
CCCCC(=O)Nc1ccc(Cl)cn1,-6%,-1.5%,-6%,1%,3,30%,?,11%,12%,14%
Cc1nc(SCC(=O)Nc2ccc(F)cc2)c2oc3ccccc3c2n1,15%,-0.2%,2%,-1%,17,-11%,14%,-3%,-6%,10%
c1cc2c3c(cccc3c1)NC1(CCCCCC1)N2,8%,-0.1%,-5%,-9%,4,-27%,-1%,22%,-1%,0%
CCOc1ccc(-c2nnc(NC3=NCCCCC3)o2)cc1,1%,-0.2%,3%,-4%,14,?,?,-2%,23%,0%

Another view of part of the listing above:
smiles: CNC(=O)COC(=O)c1ccc([N+](=O)[O-])cc1Cl
  MLL CXXC-DNA inh = 10%
  B2AR arrestin = 13%
  TCR act = 1%[46.1 µM]
  TSG101-PTAP inh = 2%
  TRPV1 ag = 12
  BRCA1 expr act = -22%
  ELG1 repair inh = ?
  Integrin act MD = 15%
  p53 reactivation = 5%
  AT treatment = 0%
smiles: Cc1nc(SCC(=O)Nc2ccc(F)cc2)c2oc3ccccc3c2n1
  MLL CXXC-DNA inh = 15%
  B2AR arrestin = -0.2%
  TCR act = 2%
  TSG101-PTAP inh = -1%
  TRPV1 ag = 17
  BRCA1 expr act = -11%
  ELG1 repair inh = 14%
  Integrin act MD = -3%
  p53 reactivation = -6%
  AT treatment = 10%

High-throughput results: PubChem, National Center for Advancing Translational Sciences (NCATS)
